UHRF1 binding – UHRF1 methylated DNA binding inhibitors, primary screen, counter-screen for MBD2 inhibitor project, biochemical, TR-FRET, human UHRF1, single concentration | UHRF1 binding to methylated oligo | E3 ubiquitin-protein ligase UHRF1 (Homo sapiens), Q96T88 | 370,000 tested, 0.75% active | inhibition, % at 4.4 µM; in the data active = inhibition above about 21%;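 note: UHRF1 SRA domain binding a hemimethylated CpG hairpin DNA probe; 0% = median of test compound wells and 100% = reference inhibitor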
PRMT1 FP inh – PRMT1 methyltransferase inhibitors, primary screen, biochemical, fluorescence polarization | 370,000 tested, 1.3% active | Protein arginine N-methyltransferase 1 (Homo sapiens), Q99873 | recombinant PRMT1, activity-based probe fluorescence polarization | inhibition, % at 2.79 µM | AID 652257, 2013;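 active = inhibition above about 21% made by adding two undisclosed values, limit read from the data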
Target sequence (Q99873 whole entry, looked up): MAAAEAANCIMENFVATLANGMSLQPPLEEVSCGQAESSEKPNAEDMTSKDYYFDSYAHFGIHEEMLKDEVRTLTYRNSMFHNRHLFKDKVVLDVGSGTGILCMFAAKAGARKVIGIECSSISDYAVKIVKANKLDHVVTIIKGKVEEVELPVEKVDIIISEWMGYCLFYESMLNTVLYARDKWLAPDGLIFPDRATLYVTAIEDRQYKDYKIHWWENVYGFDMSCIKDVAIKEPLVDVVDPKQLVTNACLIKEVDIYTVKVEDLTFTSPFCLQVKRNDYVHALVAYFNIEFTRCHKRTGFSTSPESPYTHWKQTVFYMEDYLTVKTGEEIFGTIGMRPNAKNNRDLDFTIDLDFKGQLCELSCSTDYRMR
LEDGF integ inh – blockers of LEDGF/p75-dependent integrase strand transfer – biochemical, TR-FRET, high throughput, primary screen; HIV-1 integrase (with human LEDGF/p75); 370,000 tested, 0.64% active; AID 743269, 2014; inhibition, % at 3.7 µM; TR-FRET IN-LEDGF/p75 DNA integration, Eu/Cy5;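 active = inhibition above the screen-wide mean plus 3 SD, cut at about 13% in these data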;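 note: signal is the Cy5 over europium emission ratio at 671 and 618 nm; 0% = plate median of compound wells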
rCAG RNA binder – binders of r(CAG) RNA repeats, primary screen, biochemical, fluorescence; r(CAG) RNA repeat, TO-PRO-1 dye displacement fluorescence; inhibition, % at 3 µM; 370,000 tested, 1.3% active; AID 651821, 2012;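 active = inhibition above the plate cutoff, the mean of all test compounds on that plate plus 3 SD, cut at about 35% in these data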;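 note: 0% = DMSO alone and 100% = 100 µM mitoxantrone as full dye displacement; higher means more dye released from RNA so lower well fluorescence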
MBD2 inh – inhibitors of MBD2 binding to methylated DNA, primary screen, biochemical, TR-FRET, DNA-binding domain, human | Methyl-CpG-binding domain protein 2 (Homo sapiens), Q9UBB5 | MBD2 binding to methylated oligonucleotide | inhibition, % at 4.4 µM | 370,000 tested, 0.31% active; in the data active = inhibition above about 13%
TCR CD3 inh – inhibitors of human TCR-CD3 interaction, primary screen, biochemical, fluorescence, TAMRA-labeled TCR probe; T-cell receptor (TCR); inhibition, % at 9.4 µM; 360,000 tested, 0.37% active; AID 651800, 2012; in the data active = inhibition above about 19%;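 note: recombinant mutant TCR 2C K166C tagged with TAMRA read by polarization; 0% = receptor in buffer alone and 100% = receptor with positive control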
PG9 binder – binders of HIV-1 gp120 antibody PG9, primary screen, biochemical, TR-FRET; AID 624416, 2012; inhibition, % at 6.7 µM; 360,000 tested, 0.43% active; TR-FRET gp120-PG9 antibody binding; in the data active = inhibition above about 8.5%
Rev-erbA mod – modulators of Rev-erb alpha DNA binding, primary screen, biochemical, FITC-DNA, fluorescence polarization, uHTS | Nuclear receptor subfamily 1 group D member 1 (Homo sapiens), P20393 | Rev-erbα–FITC-DNA binding, 90 min | 370,000 tested, 0.79% active | activity, % at 10 µM | AID 1259318, 2017;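 active = activity above about 14%, limit read from the data; passing the limit was not always enough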;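 note: 0% = DMSO wells with 35 nM protein and 100% = DMSO wells with 750 nM protein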
HTRA1 inhibitor – HTRA1 serine protease inhibitors, primary screen, biochemical, fluorescence polarization, HTS | recombinant HTRA1, FP-rhodamine activity-based probe | inhibition, % at 5.96 µM | 340,000 tested, 0.5% active | Q92743; in the data active = inhibition above about 36%;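 note: 0% = enzyme with DMSO and 100% = wells lacking enzyme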
mABHD4 FP – ABHD4 inhibitors, primary screen, biochemical, fluorescence polarization, mouse | inhibition, % at 8.92 µM | purified mABHD4, FP-Rh probe fluorescence polarization | 370,000 tested, 0.54% active | AID 720543, 2013 | (Lyso)-N-acylphosphatidylethanolamine lipase (Mus musculus), Q8VD66;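 active = inhibition exceeding the mean over every tested compound plus 3 SD, cut at about 30% in these data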;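 note: 0% = plate median of compound wells and 100% = S159A mutant with DMSO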
Target sequence (Q8VD66 whole entry, looked up): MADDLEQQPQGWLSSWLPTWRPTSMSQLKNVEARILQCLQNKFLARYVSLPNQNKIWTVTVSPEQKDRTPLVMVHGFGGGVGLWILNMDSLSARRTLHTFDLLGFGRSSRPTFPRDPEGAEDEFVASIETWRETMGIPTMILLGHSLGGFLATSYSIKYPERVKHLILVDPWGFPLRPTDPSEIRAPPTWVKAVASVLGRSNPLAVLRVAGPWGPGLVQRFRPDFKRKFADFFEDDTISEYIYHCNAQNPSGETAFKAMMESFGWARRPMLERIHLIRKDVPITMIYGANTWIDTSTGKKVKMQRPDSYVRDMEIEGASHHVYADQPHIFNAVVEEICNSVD
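system = mouse ABHD4 enzyme, wild type | medium = HEPES pH 7.0, NaCl, Pluronic buffer | also added = FP-Rh probe | incubation = Enzyme–compound pre-incubation 45 min, then probe 60 min, both 25 °C | technique = fluorescence polarization, excitation 525 nm, emission 598 nm, BODIPY TMR filters | controls = S159A mutant high control, sample median low control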
Numbers without * were called inactive; / = no result given.

Every second line gives: UHRF1 binding, PRMT1 FP inh, LEDGF integ inh, rCAG RNA binder, MBD2 inh, TCR CD3 inh, PG9 binder, Rev-erbA mod, HTRA1 inhibitor, mABHD4 FP
#1 Cc1ccc(CNC(=O)COc2cc(O)c3c(c2)OC(C)(C)CC3=O)cc1
  4, 3, 2, -5, 5, -8, 1.0, 4, -18, -13
#2 CCN(C[C@H]1N[C@@](C)(C(=O)OC)[C@H]2C(=O)N(Cc3ccccc3)C(=O)[C@@H]12)C(=O)c1ccc(C(C)(C)C)cc1
  3, -2, 1, 0, 0, -7, 0.9, 3, 3, -1
#3 CCOc1ccc(NS(=O)(=O)c2ccc3[nH]c(=O)c(=O)[nH]c3c2)cc1
  -2, -1, -6, 0, 0, 1, -0.9, 1, /, -3
#4 CCOc1ccc(S(=O)(=O)N/N=C2/CC(c3ccccc3)Oc3ccccc32)cc1 (stereo not drawn)
  0, 2, -3, 26, 0, 4, -0.8, 8, -33, -13
#5 CCNC(=O)N1CCCC(C(=O)c2ccc3cc(OC)ccc3c2)C1 (stereo not drawn)
  -1, -2, 1, -2, -6, 2, 0.0, -6, -10, -4
#6 CCN(CC(=O)N1CCCC1)S(=O)(=O)c1ccc2ccccc2c1
  1, -4, -1, -5, -5, 7, -1.6, 3, 4, -1
#7 O=C(COc1cc2oc(=O)c3c(c2cc1Cl)CCC3)NCc1ccncc1
  0, 1, -1, 0, 4, 2, -0.2, -8, 2, 3
#8 O=C(O)c1ccccc1OCCOc1ccccc1C(=O)O
  -3, 1, -1, 9, 0, -5, -0.3, 0, 5, 10
#9 C1CCC(Nc2nc3nonc3nc2N2CCSCC2)C1
  5, -1, 1, 0, -5, 5, -0.7, -3, 5, 1
#10 CC(C)(C)c1cc(-c2ccccc2)no1
  -1, -5, 4, 1, 1, 10, -1.9, 6, -1, 0
#11 Cc1ccc2sc(NNC(=O)c3ccc4c(c3)OCCO4)nc2c1C
  1, 15, -5, 9, 5, -4, -0.6, -5, 20, 16
#12 COC(=O)[C@@H]1C[C@@H](c2ccccc2)[C@H](C)C1(C)C
  8, 6, 2, 7, 2, -2, 1.4, -6, 3, -6
#13 Cc1ccc(NC(=O)C2CCN(S(C)(=O)=O)CC2)cc1
  -2, 0, 0, 0, -2, -1, -1.4, -1, -3, 0
#14 O=C1C(C2=NC(c3ccccn3)C3C(=O)N(c4ccc(OC(F)(F)F)cc4)C(=O)C23)=C(O)c2ccccc21 (stereo not drawn)
  -2, 0, 2, 2, -1, 4, -0.6, 5, -3, 0
#15 C=CCn1c(SCC(=O)NCC2CCCO2)nc2scc(-c3ccco3)c2c1=O (stereo not drawn)
  -3, 26*, 3, 14, 4, 6, 0.2, -4, -5, 4
#16 Cc1ccc(S(=O)(=O)N(C)c2ccc(OCC(=O)Nc3cccc(-n4cnnn4)c3C)cc2)cc1
  1, 0, -4, 1, 1, -2, 0.4, 9, -1, -6
#17 COc1ccc(S(=O)(=O)NN=C2CCCCC2)cc1
  -1, 5, -3, 25, 1, 4, -0.8, -3, -3, -4
#18 Cn1c(SCC(=O)N2CCOCC2)nnc1-c1ccc2ncccc2c1
  -1, 2, -1, -1, 1, 5, 1.7, -7, 4, -4
#19 C[C@H](CO)N1C[C@H](C)[C@@H](CN(C)S(=O)(=O)c2cn(C)cn2)Oc2cc(Br)ccc2S1(=O)=O
  0, 5, -4, 3, 2, -5, -0.4, -3, 2, 3
#20 c1cncc(-c2nc3c(ccc4ccccc43)[nH]2)c1
  -5, -2, 3, 4, -5, 2, 0.9, -2, -7, 10
#21 CC1(C)CN(c2ccc(Br)cc2)C(=O)[C@H]1CC(=O)Nc1ccccc1
  -2, -3, 0, 3, -3, 2, 0.4, -12, -23, -2
#22 COc1ccc2nc(SCC(=O)Nc3nccs3)[nH]c2c1
  -4, -2, 2, -1, -6, -7, 2.4, 0, -7, 4
#23 Cc1ccn2c(NC3CCCCC3)c(-c3cccc(-c4cccc(Cl)c4)c3)nc2c1
  3, 3, 1, 5, -2, -5, 0.7, -5, -7, 38*
#24 CN(C)S(=O)(=O)c1cccc(NC(=O)c2ccc(N3CCCC3=O)cc2)c1
  3, 5, -9, 1, -3, -6, -1.5, -1, -3, 0
#25 Cc1onc(-c2ccccc2Cl)c1C(=O)NCc1ccccc1F
  -2, -2, -1, -3, -5, 5, -0.4, 3, -7, -3
#26 Cc1ccc(OCC(=O)Nc2ccc(-n3cnnn3)cc2)c(C)c1
  -3, 3, 0, 3, -5, -1, 1.8, 2, -23, -7
#27 CCOC(=O)N1CCN(S(=O)(=O)c2cc(Br)cc3c2N(C(=O)C2CC2)CC3)CC1
  -2, -1, 1, 0, -3, 8, -0.5, 1, -1, -8
#28 CC1CCCCC1NC(=O)CCS(=O)(=O)c1ccc2c(c1)NC(=O)CS2 (stereo not drawn)
  0, 0, -3, 0, -2, -4, 0.6, -4, -6, 6
#29 COc1cc(C)c(NC(=O)C(=S)NCc2ccccc2)cc1C
  0, 9, -3, -3, 1, -10, 0.6, 2, -2, 5
#30 CC1=CC(C)(C)N2C(=O)C3(SCC(=O)N3c3ccc(O)cc3)c3cc(C)cc1c32 (stereo not drawn)
  -1, -1, -3, 4, -7, 10, -1.1, 10, -48, -17

A draw from above in order of molecular weight, descending.
Every second line gives: UHRF1 binding, PRMT1 FP inh, LEDGF integ inh, rCAG RNA binder, MBD2 inh, TCR CD3 inh, PG9 binder, Rev-erbA mod, HTRA1 inhibitor, mABHD4 FP
#23 Cc1ccn2c(NC3CCCCC3)c(-c3cccc(-c4cccc(Cl)c4)c3)nc2c1
  3, 3, 1, 5, -2, -5, 0.7, -5, -7, 38*
#28 CC1CCCCC1NC(=O)CCS(=O)(=O)c1ccc2c(c1)NC(=O)CS2 (stereo not drawn)
  0, 0, -3, 0, -2, -4, 0.6, -4, -6, 6
#13 Cc1ccc(NC(=O)C2CCN(S(C)(=O)=O)CC2)cc1
  -2, 0, 0, 0, -2, -1, -1.4, -1, -3, 0

The list continues.
Every second line gives: UHRF1 binding, PRMT1 FP inh, LEDGF integ inh, rCAG RNA binder, MBD2 inh, TCR CD3 inh, PG9 binder, Rev-erbA mod, HTRA1 inhibitor, mABHD4 FP
#31 Cc1ccccc1OCC(=O)N/N=C/c1c(C)nn(-c2ccccc2)c1Cl
  4, 0, 1, 0, -2, 11, 0.2, -3, -6, 1
#32 COc1ccccc1CC(=O)Nc1c[nH]c(=O)[nH]c1=O
  3, -2, 1, 0, -5, 4, 0.6, 4, -1, 5
#33 CCOC(=O)Cn1c(SC)nc2sc3c(c2c1=O)CC(C)(C)OC3
  -1, 2, 4, -4, 0, -6, 1.4, 0, -3, 1
#34 O=S(=O)(NCc1ccc2c(c1)OCO2)c1c(F)cc(F)cc1Br
  -2, -2, 1, 3, -1, 3, -0.1, -3, -3, -4
#35 COC(=O)c1ccc(CN2C(=O)C(C)ON=C2c2ncccc2C)o1 (stereo not drawn)
  3, 3, -1, 0, 6, -2, -1.8, 1, /, 5
#36 CC(/C=C/c1cccs1)=C\C(=O)O
  -2, -1, 3, -1, 1, -7, 0.0, 0, -2, -4
#37 Cc1ccc(S(=O)(=O)N2CCCOC2CNC(=O)C(=O)NCc2ccccc2C)cc1 (stereo not drawn)
  0, -1, 4, -5, 1, 9, -2.3, 0, -7, -1
#38 O=C(COc1ccc(Br)cc1)Nc1nnc(-c2cccnc2)s1
  12, -1, 0, 0, 1, 6, -2.4, 5, /, -2
#39 CCN(CC)C(=O)C1=C(C)N(CCC2=CCCCC2)C(=O)C(CC(=O)NCc2cccs2)C1 (stereo not drawn)
  -1, -2, 1, 1, -2, 4, -0.5, -1, 6, 4
#40 CSc1cccc(NC(=O)CCCNC(=O)c2ccc(Cl)cc2)c1
  0, -1, 2, -1, -6, 0, -0.7, 3, -15, -4
#41 CC(C)(C)c1ccc(CC(=O)N2CCC2(C)C(=O)Nc2ccc(F)cc2F)cc1 (stereo not drawn)
  -2, 0, 1, -1, -3, -1, 0.6, -6, /, -9
#42 O=Cc1cccc(OCc2cccc3ccccc23)c1
  5, -2, 3, 1, -1, 0, 0.3, 4, -46, -13
#43 CCC(C)NC(=O)c1ccc(NC(=O)C2=C(C)OCCS2)cc1 (stereo not drawn)
  3, 5, -4, 0, -5, 0, -0.9, 0, -2, 9

Reformatted bar-delimited: part of the list above
cpd | SMILES | UHRF1 binding | PRMT1 FP inh | LEDGF integ inh | rCAG RNA binder | MBD2 inh | TCR CD3 inh | PG9 binder | Rev-erbA mod | HTRA1 inhibitor | mABHD4 FP
13 | Cc1ccc(NC(=O)C2CCN(S(C)(=O)=O)CC2)cc1 | -2 | 0 | 0 | 0 | -2 | -1 | -1.4 | -1 | -3 | 0
23 | Cc1ccn2c(NC3CCCCC3)c(-c3cccc(-c4cccc(Cl)c4)c3)nc2c1 | 3 | 3 | 1 | 5 | -2 | -5 | 0.7 | -5 | -7 | 38*
42 | O=Cc1cccc(OCc2cccc3ccccc23)c1 | 5 | -2 | 3 | 1 | -1 | 0 | 0.3 | 4 | -46 | -13

PRMT1 FP inh: hit marks shown above.
item | Structure | PRMT1 FP inh | LEDGF integ inh | MBD2 inh | TCR CD3 inh | PG9 binder | Rev-erbA mod | HTRA1 inhibitor | mABHD4 FP
15 | C=CCn1c(SCC(=O)NCC2CCCO2)nc2scc(-c3ccco3)c2c1=O (stereo not drawn) | 26* | 3 | 4 | 6 | 0.2 | -4 | -5 | 4

Source: PubChem (several laboratories)

Some of the compounds tested; rates above refer to the full screens.
